CHRM1 antagonist = human CHRM1 antagonism | P11229 | CHO-K1 hM1, Fluo-8 calcium fluorescence, ACh EC80 antagonist | inhibition, % at 3 µM | 360,000 tested, 1.3% active | AID 588852;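 active = percent inhibition above its own plate's cutoff, namely the mean of that plate's compound wells plus 3 SD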;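 note: peak over basal fluorescence ratio during 140 s after agonist addition; 0% = ACh EC80 plus DMSO and 100% = DMSO alone without agonist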
M5 ag = CHRM5 agonism in calcium assay; P08912; CHO-K1 hM5 cells, Fluo-8 calcium fluorescence; 0% DMSO wells, 100% maximal acetylcholine response; activation, % at 3 µM; 360,000 tested, 0.19% active; AID 624037;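 active = activation above the run's mean over test compounds plus 3 SD, cut at about 23% in these data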;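 note: signal is peak over basal fluorescence ratio across the kinetic read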
Target sequence (P08912 whole entry, looked up): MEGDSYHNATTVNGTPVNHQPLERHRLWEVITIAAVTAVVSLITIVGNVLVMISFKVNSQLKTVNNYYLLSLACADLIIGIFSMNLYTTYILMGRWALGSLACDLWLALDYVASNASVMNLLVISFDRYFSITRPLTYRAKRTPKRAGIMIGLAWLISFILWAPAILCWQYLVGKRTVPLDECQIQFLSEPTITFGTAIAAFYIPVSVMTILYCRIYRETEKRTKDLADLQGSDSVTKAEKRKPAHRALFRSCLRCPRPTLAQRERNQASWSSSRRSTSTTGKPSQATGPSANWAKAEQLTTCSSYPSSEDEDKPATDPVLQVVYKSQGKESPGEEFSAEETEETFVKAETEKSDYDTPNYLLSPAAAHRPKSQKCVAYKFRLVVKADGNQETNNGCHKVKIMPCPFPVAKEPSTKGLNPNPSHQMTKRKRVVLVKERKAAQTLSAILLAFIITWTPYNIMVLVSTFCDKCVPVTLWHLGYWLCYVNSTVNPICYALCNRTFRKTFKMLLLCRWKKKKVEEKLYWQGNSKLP
CHRM4 agonist = agonists of human muscarinic M4 receptor (CHRM4); 360,000 tested, 0.14% active; P08173; CHO-K1 hM4/Gqi5, Fluo-8 calcium fluorescence; vehicle 0%, full acetylcholine response 100%; activation, % at 3 µM;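 active = activation above the run mean over all test wells plus 3 SD, cut at about 32% in these data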;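 note: peak over basal fluorescence ratio per well then scaled between controls; 0% = DMSO wells and 100% = acetylcholine at EC100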
Target sequence (P08173 whole entry, looked up): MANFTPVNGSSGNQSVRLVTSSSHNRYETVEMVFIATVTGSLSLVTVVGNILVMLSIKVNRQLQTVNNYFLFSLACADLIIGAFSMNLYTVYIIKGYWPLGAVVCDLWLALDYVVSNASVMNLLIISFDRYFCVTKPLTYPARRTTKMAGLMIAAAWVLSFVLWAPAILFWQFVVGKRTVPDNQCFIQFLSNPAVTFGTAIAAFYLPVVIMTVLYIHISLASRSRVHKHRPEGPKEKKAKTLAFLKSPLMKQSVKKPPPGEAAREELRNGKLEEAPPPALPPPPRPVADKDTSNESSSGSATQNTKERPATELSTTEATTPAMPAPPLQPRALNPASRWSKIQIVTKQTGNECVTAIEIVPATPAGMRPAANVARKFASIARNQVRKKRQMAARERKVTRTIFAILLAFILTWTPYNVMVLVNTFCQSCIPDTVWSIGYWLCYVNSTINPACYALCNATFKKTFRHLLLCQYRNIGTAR
M4 PAM = positive allosteric modulators of human muscarinic M4 receptor | CHO-K1 hM4/Gqi5, Fluo-8 calcium fluorescence, ACh EC20; 0% = ACh EC20, 100% = maximal ACh | activation, % at 3 µM | 360,000 tested, 0.4% active;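 active = activation above its plate's cutoff, the mean activation of sample wells plus 3 SD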; note: some results filed as inactive read as strong as hits
CHRM5 antagonist = blocks acetylcholine activation of human M5 receptor; inhibition, % at 3 µM; 360,000 tested, 0.59% active; CHO-hM5 cells, Fluo-8 calcium fluorescence, ACh EC80; AID 624040;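 active = inhibition above a per-plate cutoff, the mean of that plate's test compounds plus 3 SD, cut at about 27% in these data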;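 note: 0% = acetylcholine EC80 with DMSO and 100% = DMSO without agonist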
CHRM4 antagonist = CHRM4 antagonism in calcium assay | CHO-hM4 cells, ACh EC80, Fluo-8 calcium fluorescence | inhibition, % at 3 µM | P08173 | 360,000 tested, 0.73% active;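 active = inhibition above its plate's cutoff, the mean inhibition of sample wells plus 3 SD, cut at about 27% in these data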;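 note: 0% = acetylcholine EC80 with DMSO and 100% = DMSO without agonist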
CHRM1 PAM = positive allosteric modulators of human M1 muscarinic receptor | CHO-K1 hM1, Fluo-8 calcium fluorescence, ACh EC20; 0% = ACh EC20, 100% = maximal ACh | activation, % at 3 µM | 360,000 tested, 0.088% active | AID 588819; in the data active = activation above about 19%, passing the limit was not always enough
CRFR2-BP ag = agonists of human CRF-binding protein/CRF-R2 receptor complex. HEK293 CRF-R2/CRF-BP, calcium dye fluorescence (FLIPR); percent of saturating CRF peptide response. 350,000 tested, 0.46% active. activation, % at 13.2 µM;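 active = activation of at least 50%, plus an integration ratio under a set limit after plate pattern correction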;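 note: plate controls were neutral control wells without compound for no effect and CRF at EC100 for full effect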
CHRM5 PAM = potentiates acetylcholine response at human M5 receptor; P08912; 360,000 tested, 0.3% active; CHO-K1 hM5, Fluo-8 calcium, ACh EC20 PAM; 0% = ACh EC20, 100% = ACh EC100; activation, % at 3 µM;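 active = activation above the run cutoff, the mean activation of all test compounds plus 3 SD, cut at about 18% in these data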
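Probe or stimulus: acetylcholine, EC20 level; Assay system: human M5 receptor in CHO-K1 cells; Schedule: compound preincubation 140 s before EC20 acetylcholine addition; Technique: intracellular calcium via Fluo-8 fluorescence; Dosing: single-point, 3 µM nominal; Read-out basis: percent activation from peak-over-basal fluorescence ratio, scaled EC20-to-EC100 acetylcholine; Repeats: one well per compound, no replicates.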
* marks the source's active call; other numbers are inactive results; . = not tested or not shown. Hits appear at their usual frequency; about 2.8% have a hit in one of these screens.

Molecule | CHRM5 antagonist | M4 PAM | M5 ag | CHRM5 PAM | CHRM4 agonist | CHRM1 PAM | CRFR2-BP ag | CHRM1 antagonist | CHRM4 antagonist
COc1ccc(CNC(=O)c2ccc(-c3cnn(C)c3)c3ccoc23)cc1OC | 4 | 5 | 2 | 0 | 2 | 4 | . | -8 | -15
Oc1c(Cl)cc(Cl)cc1C(C#Cc1ccccc1)N1CCOCC1 (stereo not given) | -4 | 17 | 0 | 6 | -1 | 13 | 0.6 | -18 | -3
NC(=O)C1CCN(C(=O)c2ccc(Cl)c(S(=O)(=O)N3CCCCCC3)c2)CC1 | 10 | 3 | 5 | -4 | 1 | 2 | -0.6 | 4 | 5
S=c1[nH]nc(CN2CCCCC2)n1Cc1ccccc1 | 6 | -27 | -18 | -33 | 0 | -24 | -4.6 | 43* | 31*
COCN(C#N)c1nc(N(C)C)nc(N(C)C)n1 | -8 | 3 | -2 | 3 | 1 | 6 | 0.6 | -5 | -3
CCN(CC)c1ccc(-c2n[nH]c(=S)n2-c2ccccc2)cc1 | 7 | 2 | -4 | -3 | -1 | 4 | -5.1 | 0 | 4
CN1CCc2cc3c(c4c2[C@H]1[C@H](O)c1ccccc1-4)OCO3 | -2 | 1 | -12 | 2 | -1 | 0 | 8.1 | -4 | 5
O=C1C2ON(c3ccccc3)C(c3ccccn3)C2C(=O)N1c1ccc(Br)cc1 (stereo not given) | -5 | -5 | -6 | 0 | 0 | 2 | 3.9 | -4 | -2
CC(=O)Nc1ccc(OCC(O)CN2CCN(c3cccc(Cl)c3)CC2)cc1 (stereo not given) | -2 | -9 | -6 | -4 | 3 | 0 | -0.8 | -2 | 1
Cc1oc2c(O)c(O)ccc2c(=O)c1-c1cnn(-c2ccccc2)c1 | -4 | 7 | -1 | -2 | 4 | 6 | -0.1 | -4 | 15
CCCC(=O)N1CCC1(C)C(=O)Nc1ccccc1C(C)(C)C (stereo not given) | 6 | 1 | 1 | -3 | 0 | 2 | . | -5 | 2
CC(=O)c1cc2c(cc1NC(=O)CN1CCC(Cc3ccccc3)CC1)OCO2 | 5 | 5 | -2 | 4 | 0 | 14 | 3.3 | -13 | -6
COC(=O)[C@H](Cc1ccccc1)NS(=O)(=O)c1ccc(F)cc1Br | 6 | -6 | 0 | -6 | 1 | -8 | -4.8 | 12 | 5
COc1ccc(/C=C(/CC(=O)NCc2ccc(Cl)cc2)c2nc3ccccc3s2)cc1 | -2 | 3 | -2 | 0 | 0 | 15 | 9.5 | -15 | 3
CCOC(=O)C1=C(c2cccc(F)c2)NC(=S)NC1C (stereo not given) | -6 | -5 | -4 | 4 | 0 | 2 | 0.9 | -7 | 6
Cc1ccccc1C(=O)N1CCc2ccccc2C1 | -5 | -2 | -5 | 6 | 0 | -3 | 1.0 | 0 | -6
COc1cc2c(cc1OC)C(COc1ccc(F)cc1)N(C(=O)c1ccco1)CC2 (stereo not given) | 6 | -7 | 1 | -13 | 10 | -9 | 0.9 | 8 | -4
COc1ccc(NC(=O)Nc2nnc(Cc3ccc(OC)c(OC)c3)s2)cc1 | 0 | -5 | 6 | 1 | 1 | 2 | -0.3 | -2 | 1
CSc1nc(NCc2ccco2)c2sc3nc(C(C)C)c4c(c3c2n1)CC(C)(C)OC4 | 9 | 4 | 0 | -1 | 0 | 2 | -0.3 | -5 | 9
Cc1c(C(=O)N2CCCCC2)c(S(=O)(=O)NCc2ccccc2Cl)c(C)n1C | 18 | -2 | -3 | 0 | 1 | 6 | -0.6 | -7 | 1
O=C(COc1cccnc1[N+](=O)[O-])NCc1ccc(F)cc1 | 15 | -5 | 0 | -9 | 15 | -5 | -2.3 | 8 | -4
Cc1occc1C(=O)NCc1ccco1 | 16 | 9 | 2 | -8 | 1 | 9 | -2.5 | -9 | -2
COC(=O)c1cc(CNC(=O)c2ccc(S(=O)(=O)N(C)c3ccccc3)cc2)ccc1OC | 16 | -10 | -1 | -12 | 8 | 0 | 1.3 | -1 | 9
Cc1cc2cc(C(c3nnnn3Cc3ccco3)N3CCc4ccccc4C3)c(=O)[nH]c2cc1C (stereo not given) | 0 | -3 | 0 | 0 | 1 | 2 | 1.8 | -3 | 6
O=[N+]([O-])c1ccc(Sc2ccc(Cl)c(Cl)c2)nc1 | -4 | -1 | 1 | 4 | -1 | 8 | -1.1 | -5 | 9

The list continues.
Molecule | CHRM5 antagonist | M4 PAM | M5 ag | CHRM5 PAM | CHRM4 agonist | CHRM1 PAM | CRFR2-BP ag | CHRM1 antagonist | CHRM4 antagonist
Cc1ccc(F)c(S(=O)(=O)NC(=O)C2(C)CCN2C(=O)c2ccc(C(F)(F)F)nc2C)c1 (stereo not given) | 0 | 8 | 0 | 5 | 0 | 6 | . | -7 | -7
C=CCN1C(=O)c2ccc(C(=O)N(C)CC(=O)Nc3c(C)cccc3C)cc2C1=O | 5 | 0 | 2 | -2 | 3 | -3 | -0.9 | -6 | -6
O=C(O)/C=C/C(=O)Nc1ccccc1-c1ccccc1 | -11 | 12 | 2 | -1 | 1 | 14 | 0.5 | -27 | -4
CCOc1cc(C(=S)N2CCCC2)ccc1O | -5 | 6 | -2 | -3 | 1 | 7 | 3.2 | -14 | -6
Cc1nc(C)c(C(=O)OCC(=O)NCc2ccccc2Cl)s1 | 7 | 4 | 1 | -1 | 1 | 1 | 0.2 | -8 | -15
O=C(CSCC(=O)c1ccccc1)Nc1ccccc1Cl | -2 | 0 | 0 | -4 | 3 | 4 | -1.2 | -4 | -3
COc1ccc(N2C(=O)C(CC(=O)Nc3ccccc3)N(Cc3cccs3)C2=O)cc1 (stereo not given) | -5 | -1 | 4 | -8 | 16 | -4 | -4.5 | -1 | -35
CCCCOCC(O)Cn1c(C)nc2ccccc21 (stereo not given) | 5 | 2 | 1 | -11 | 1 | 3 | 0.3 | -4 | 1
Cc1ccc(NC(=O)C(c2ccccc2)N2CCN(C(=O)c3ccco3)CC2)cc1 (stereo not given) | 12 | 8 | -1 | -1 | 1 | 15 | 0.4 | -16 | 1
Fc1ccccc1N1CCN(Cc2cnc(Cl)s2)CC1 | 2 | -5 | -2 | 5 | 1 | 4 | 5.9 | -9 | 6
CCCN=C(Nc1ccc(Cl)cc1)c1cccnc1 | 6 | 4 | -3 | -5 | 2 | 10 | 0.8 | -6 | -3
CC(C)CC1NC(=O)c2cc3ccccc3cc2-n2c1nc1ccc(Cl)cc1c2=O (stereo not given) | 4 | -3 | -1 | -2 | 0 | -2 | 0.8 | -6 | -1
CC(=O)Nc1ccc(S(=O)(=O)NCc2nc(-c3cccc(C)c3)no2)cc1 | 8 | -7 | 2 | -8 | 13 | -2 | 2.5 | 4 | -1
COc1ccccc1N1CCN(C2CCN(C(=O)c3cccs3)CC2)CC1 | 10 | 0 | -15 | -8 | 1 | -4 | 0.0 | 5 | 3
COc1c([N+](=O)[O-])c(=O)n(-c2ccccc2)c2ccccc12 | 1 | 7 | -1 | 3 | 1 | 8 | -0.4 | -10 | 7
Cc1cccc(NC(=S)N2CCC(N(C)CC3CCCO3)CC2)c1C (stereo not given) | -1 | 7 | -1 | -8 | 0 | 10 | 8.2 | -9 | -2
Cc1ccc2nc(SCC(=O)NCc3ccco3)c(C#N)cc2c1 | -6 | 16 | 0 | 0 | -1 | 1 | -1.3 | 11 | 4
CC(C)c1ccc(NC(=O)NCc2cccnc2)cc1 | -13 | 8 | -4 | 3 | 2 | 7 | -4.6 | -11 | -12
O=S(=O)(Nc1cc(S(=O)(=O)N2CCOCC2)ccc1NCC1CCCO1)c1ccc(F)cc1 (stereo not given) | 4 | 2 | 1 | -3 | 1 | 5 | 2.4 | -5 | 0
Cc1ncc(C23CC4CC(CC(C4)C2)C3)[nH]1 | 11 | -17 | -4 | -6 | 4 | -10 | 1.1 | 6 | 15
COc1ccc(C(C(=O)NC2CCCCC2)N(C(=O)c2sc(C)nc2C)c2ccccc2C)cc1 (stereo not given) | 16 | -10 | 1 | -14 | 20 | -12 | -2.0 | 17 | 7
COc1ccccc1S(=O)(=O)Cc1ccc(C(=O)N2CCN(c3ccccc3)CC2)o1 | 11 | -11 | 6 | -18 | 16 | -9 | 1.4 | 10 | -9
Cc1onc(-c2ccccc2)c1C(=O)OCC(=O)c1ccccc1 | 6 | -7 | -8 | -10 | 0 | 3 | 1.5 | -13 | 7
O=C(NCCCN1CCOCC1)C1(c2ccccc2)CCCC1 | 10 | 8 | -7 | -7 | 0 | 6 | 1.5 | -9 | -9
CC(NC(=O)C(C)(C)C)C(c1cccs1)N1CCN(Cc2ccccc2)CC1 (stereo not given) | 11 | -4 | -19 | -10 | 1 | -9 | -0.4 | 20 | -6

An excerpt from above, limited to CHRM5 PAM:
Compound | CHRM5 PAM
COc1ccc(C(C(=O)NC2CCCCC2)N(C(=O)c2sc(C)nc2C)c2ccccc2C)cc1 (stereo not given) | -14
Cc1ccc(F)c(S(=O)(=O)NC(=O)C2(C)CCN2C(=O)c2ccc(C(F)(F)F)nc2C)c1 (stereo not given) | 5

(listing goes on)
Molecule | CHRM5 antagonist | M4 PAM | M5 ag | CHRM5 PAM | CHRM4 agonist | CHRM1 PAM | CRFR2-BP ag | CHRM1 antagonist | CHRM4 antagonist
O=C(CSc1nnnn1-c1cccc2ccccc12)NC(C(=O)O)(c1ccccc1)c1ccccc1 | 5 | -6 | -2 | -6 | -1 | 13 | 0.2 | -6 | -2
Cc1ccc(CN2C(=O)CCC2C(=O)NCC2CCCO2)cc1 (stereo not given) | 3 | -1 | 2 | 4 | 0 | 6 | 1.0 | -8 | 3
CSc1ncc(CO)n1Cc1ccccc1 | 3 | -1 | 1 | 8 | 0 | 2 | -1.8 | 9 | -4
CC(C)C1N=C(c2ccc3c(c2)OCO3)CC(c2ccccc2O)N1 (stereo not given) | 23 | -10 | -1 | -7 | 3 | 0 | 2.4 | 1 | 6
O=c1c(Cc2ccc(Cl)cc2)c(O)ccn1Cc1cccc(Cl)c1 | 6 | 10 | -5 | -4 | 4 | -3 | -1.2 | 4 | 3
CN1CCC(NC(=O)Nc2ccc(Br)cc2)CC1 | 0 | -7 | -5 | 3 | 5 | 6 | 0.0 | 1 | 2
Cc1cc(C)c(NN=c2c(=O)c3ccccc3c2=O)c(C)c1 | -1 | -11 | 0 | -11 | 1 | -27 | -5.0 | 34* | 10
CC(C)(C)n1[nH]c2c3c(ccc2c1=O)C(=O)c1ccccc1C3=O | 5 | -1 | -4 | -1 | 1 | 11 | -1.1 | -14 | -2
CC(=O)Nc1ccc(CC#N)cc1 | 16 | -4 | 2 | -14 | 4 | 5 | -1.1 | -9 | -1
Cn1c(=O)[nH]c(=O)c2c1nc(N1CCOCC1)n2CC(O)COc1ccccc1 (stereo not given) | -3 | 2 | 1 | 2 | 2 | 1 | -1.0 | 2 | -1
N/C(=N\c1nc2c(c(=O)[nH]1)CCC2)Nc1cccc2ccccc12 | 0 | -3 | 1 | 1 | 0 | -4 | -0.1 | 8 | 10
CCN(CC(=O)Nc1c(F)cccc1F)C(=O)c1ccc(-n2cncn2)c([N+](=O)[O-])c1 | 0 | -6 | 4 | 1 | 0 | 3 | -1.8 | -3 | 35*

Compound activity deposited in PubChem by several laboratories.
